iPSC survival up: hiPSC single-cell survival enhancement | ATPlite luminescence; 100% = ROCK inhibitor wells, 0% = DMSO | survival enhancement, % at 20 µM | actives 0.044% (n = 360,000) | AID 602274; in the data active = survival enhancement above about 18%;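 also: cells exposed to compounds for 16 hours before the ATP read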
TRPM1 prom inh: MITF TRPM1 promoter inhibition in SK-MEL-5 cells | SK-MEL-5 TRPM1 promoter luciferase, 24 h | actives 0.83% (n = 330,000) | AID 488899 | inhibition, % at 12.5 µM;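 active = mean inhibition across replicates of 60% or more, whatever share of single replicates reaches that level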; also: values of inactives mirror those of a sister screen read the other way
TWEAK Fn14 block: blocks TWEAK-Fn14 interaction in a reporter cell assay. TWEAK-stimulated Fn14 reporter cells, luciferase luminescence, 8 h. inhibition, % at 10 µM. actives 2% (n = 360,000). AID 1159606; in the data active = inhibition above about 50%
Shn3 3UTR inh: reduces Shn3 3'UTR luciferase signal in osteoblasts; inhibition, % at 12.5 µM; Clone20 osteoblast Shn3 3'UTR firefly luciferase, 24 h; actives 0.52% (n = 360,000); AID 588674;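 active = mean inhibition of at least 75% with every replicate also reaching 75%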;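 also: 0% = median of neutral control wells and 100% = pilot-screen positive control compound; some compounds past the cut are filed as inactive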
Peg3 prom inh: reduces Peg3 promoter-driven luciferase expression in HeLa; HeLa PEG-Prom luciferase reporter, luminescence, overnight; inhibition, % at 20 µM; actives 1.7% (n = 360,000);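 active = inhibition of at least 50% at 20 µM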
NR2E3 ag-1: agonists of human NR2E3 nuclear receptor | Q9Y5X4 | inhibition of corepressor binding, % at 3.98 µM | CHO-S Gal4-NCOR/VP16-NR2E3 two-hybrid, luciferase | actives 0.35% (n = 360,000) | AID 602229;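 active = inhibition above the mean of all tested compounds plus 3 SD, cut at about 70% in these data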;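 also: 0% = DMSO with NR2E3 transfected cells and 100% = cells lacking NR2E3 construct; higher means lower luciferase signal from less NR2E3 corepressor binding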
Target sequence (Q9Y5X4 whole entry, looked up, the tested form may be a part): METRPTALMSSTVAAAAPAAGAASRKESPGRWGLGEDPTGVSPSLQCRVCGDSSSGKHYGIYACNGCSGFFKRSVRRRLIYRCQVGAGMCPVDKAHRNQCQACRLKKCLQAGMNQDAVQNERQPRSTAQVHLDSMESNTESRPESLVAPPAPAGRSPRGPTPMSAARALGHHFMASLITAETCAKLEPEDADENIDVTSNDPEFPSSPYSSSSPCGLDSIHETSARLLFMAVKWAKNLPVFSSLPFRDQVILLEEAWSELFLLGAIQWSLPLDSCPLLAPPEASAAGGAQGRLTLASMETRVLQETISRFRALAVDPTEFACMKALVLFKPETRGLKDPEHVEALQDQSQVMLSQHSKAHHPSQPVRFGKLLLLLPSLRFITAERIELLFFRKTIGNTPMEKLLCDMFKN
NR2E3 ag-2: NR2E3 (human) agonism; GST-NR2E3/biotin-RetCOR TR-FRET, 1536-well; inhibition of corepressor binding, % at 4.78 µM; actives 0.12% (n = 320,000); AID 2300;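 active = percent inhibition above the cutoff of mean plus 3 SD of all tested compounds, set per screening campaign, cut at about 20% in these data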;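 also: 0% = DMSO wells and 100% = biotin wells as full block of FRET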
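System: GST-tagged NR2E3 plus biotinylated RetCOR corepressor; Buffer or medium: pH 7.5 Tris-based buffer; Probe or stimulus: RetCOR corepressor, biotinylated, 7 nM; Doses: compound at 4.8 µM, single dose; Schedule: 5 h incubation at 4 °C; Technique: time-resolved FRET; Evaluation: percent inhibition of TR-FRET ratio; Replication: one well per compound, singlicate testing.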
aDG glyco up: increases alpha dystroglycan glycosylation; Pro5-aDG cells, alpha-DG glycosylation AlphaScreen (IIH6); 0% Pro5, 100% B10-LARGE cell signal; activation, % at 10 µM; actives 0.22% (n = 360,000); AID 624168;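 active = activation of at least 8% versus controls, or a plate z-score of at least 8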;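 also: Pro5 are CHO cells carrying HIG-tagged alpha-DG that lacks glycosylation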
CF NFkB block: blocks PAF-induced NF-kB reporter in cystic fibrosis cells | actives 0.86% (n = 360,000) | inhibition, % at 5 µM | AID 588850 | KKLEB NF-kB-GFP reporter, GFP fluorescence overnight;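 active = at least 50% inhibition at 5 µM, scaled per plate between neutral and stimulator controls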;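 also: PAF is a Pseudomonas aeruginosa culture filtrate used as stimulus; plate controls were PAF-stimulated DMSO wells for no effect and unstimulated DMSO wells for full effect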
HIF-2a block: HIF-2a inhibition | 786-0 RCC cells HIF-2a reporter, luciferase luminescence, overnight | inhibition, % at 18.8 µM | actives 0.72% (n = 360,000) | AID 624352;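 active = inhibition of the luminescence signal of 40% or more relative to plate controls, in a single-dose primary screen at 18.75 µM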
KKLEB tox: CF airway cell cytotoxicity counter-screen. activity change (cytotoxicity), % at 5 µM. KKLEB CF airway cells viability, ATPlite luminescence, overnight; stronger effect = lower value; cells stimulated with P. aeruginosa culture filtrate. actives 0.36% (n = 360,000);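 active = corrected activity change at or below -50% at 5 µM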
An asterisk follows results filed as active; . = no result given.

(1) COc1ccc(C(=O)Nc2ccc(O)c3ccccc23)cc1OC
(2) COc1ccc(C2=NC(C(F)(F)F)(C(F)(F)F)c3c(n(C)c(=O)n(C)c3=O)N2)cc1
(3) CC(=O)c1ccc(NC(=O)c2ccn[nH]2)cc1
(4) C=CCn1cc(C(=O)NCC2CCCO2)c(=O)c2cc(S(=O)(=O)N3CCCCCC3)ccc21 (stereo not drawn)
(5) COC(CN(C)C(=O)C1CCCN(S(=O)(=O)c2ccc3c(c2)oc(=O)n3C)C1)OC (stereo not drawn)
(6) CC(=O)Nc1ccc(NC(=O)c2cc(-n3cnnc3)ccc2Cl)cc1
(7) CC(C)Nc1nc(NC(C)C)nc(N(C)n2cnnc2)n1
(8) CC(Sc1nnc(CN2CCCC2)n1Cc1ccccc1)C(=O)Nc1ccccc1 (stereo not drawn)
assay / compound,1,2,3,4,5,6,7,8
NR2E3 ag-1,-46,7,-91,13,1,6,-5,2
TRPM1 prom inh,14,3,-68,7,10,3,10,19
NR2E3 ag-2,-1,-3,0,-2,-1,2,-1,0
iPSC survival up,-0.2,-1.6,-3.2,-4.7,1.9,0.3,-0.2,0.0
CF NFkB block,-17,10,-3,-4,10,1,7,1
KKLEB tox,4,-4,-5,-4,-9,-24,-1,22
Peg3 prom inh,11,19,-132,45,2,11,-6,11
HIF-2a block,6,16,-128,38,6,19,5,0
TWEAK Fn14 block,-9,-27,31,-2,13,2,0,4
Shn3 3UTR inh,-37,3,-52,16,8,-21,-2,-9
aDG glyco up,0.1,0.5,0.0,-0.4,0.1,0.3,-0.2,0.2

3 compounds out of the list, sorted by molar mass, ascending.
(3) CC(=O)c1ccc(NC(=O)c2ccn[nH]2)cc1
(6) CC(=O)Nc1ccc(NC(=O)c2cc(-n3cnnc3)ccc2Cl)cc1
(8) CC(Sc1nnc(CN2CCCC2)n1Cc1ccccc1)C(=O)Nc1ccccc1 (stereo not drawn)
assay / compound,3,6,8
NR2E3 ag-1,-91,6,2
TRPM1 prom inh,-68,3,19
NR2E3 ag-2,0,2,0
iPSC survival up,-3.2,0.3,0.0
CF NFkB block,-3,1,1
KKLEB tox,-5,-24,22
Peg3 prom inh,-132,11,11
HIF-2a block,-128,19,0
TWEAK Fn14 block,31,2,4
Shn3 3UTR inh,-52,-21,-9
aDG glyco up,0.0,0.3,0.2

Next entries:
(9) O=C1c2ccccc2C(c2nnnn2-c2ccc3c(c2)OCCO3)N1CCCn1ccnc1 (stereo not drawn)
(10) O=C(Cn1cnc(S(=O)(=O)N2CCCC2)c1)Nc1cccc(Br)c1
(11) CC/C(=N\NC(=S)Nc1cccc(C)c1)c1ccccc1
(12) Cc1cc(NS(=O)(=O)c2ccc(NC(=O)COc3ccc(Cl)cc3Cl)cc2)no1
(13) CCn1c(SCC(=O)NC2CC2)nnc1-c1ccccc1
(14) Cc1ccc(-c2cc(C(=O)N3CCCc4ccccc43)no2)cc1
(15) CC(=O)N1N=C(c2ccc3ccccc3c2)OC12CCCC2
(16) O=C(Nc1ccccc1C(=O)O)c1cccc(NC(=O)c2ccc(Br)o2)c1
assay / compound,9,10,11,12,13,14,15,16
NR2E3 ag-1,1,15,27,6,-27,-78,3,1
TRPM1 prom inh,.,-4,-29,-7,.,-95,-4,-9
NR2E3 ag-2,.,1,1,3,.,-1,-3,0
iPSC survival up,-0.8,0.4,-3.3,-0.6,-1.8,-1.5,2.3,4.1
CF NFkB block,.,5,-14,7,-44,-24,-11,4
KKLEB tox,.,-7,-4,-12,9,-2,7,-1
Peg3 prom inh,.,13,-96,16,-2,-230,5,4
HIF-2a block,-8,7,-102,6,11,-252,8,2
TWEAK Fn14 block,4,14,-21,-3,11,-21,-14,6
Shn3 3UTR inh,.,3,-4,0,4,-33,12,11
aDG glyco up,0.1,0.0,1.4,0.2,-0.2,1.2,0.3,0.0

(17) C[C@@H]1NC(=O)/C(=C\c2ccccc2Br)NC1=O
(18) Nc1nn(-c2ccccc2)c(N)c1N=Nc1ccc2c(c1)OCO2
(19) O=S(=O)(CCNC1CC1)NC1CCCCC1
(20) CCCCNC(=O)Nc1c(C)cc(SC#N)cc1C
(21) Cc1cccc(Nc2ccc(S(=O)(=O)N3CCOCC3)cc2[N+](=O)[O-])c1
(22) Cc1ccccc1C(=O)NC1CCS(=O)(=O)C1 (stereo not drawn)
(23) Oc1ccccc1C1N=C(c2ccccc2)NC(c2ccccc2)=N1
(24) CCN(CC)C(=O)c1nc[nH]c1C(=O)N1CCN(C(=O)OC(C)(C)C)CC1
assay / compound,17,18,19,20,21,22,23,24
NR2E3 ag-1,-4,-177,-29,-13,-3,-16,-3,-21
TRPM1 prom inh,6,-20,-8,-3,6,4,6,3
NR2E3 ag-2,-2,-2,.,-2,1,-3,3,-2
iPSC survival up,-0.7,-2.8,-1.0,-3.4,0.0,-0.4,1.8,-2.4
CF NFkB block,0,9,7,-4,3,-7,-4,3
KKLEB tox,8,-20,-7,-9,-24,4,3,-2
Peg3 prom inh,22,-273,-9,22,33,-4,2,-18
HIF-2a block,12,-249,6,23,7,16,10,5
TWEAK Fn14 block,4,13,1,-14,-10,-3,17,-2
Shn3 3UTR inh,-4,-51,-10,-28,-49,3,0,-22
aDG glyco up,0.0,-0.4,0.0,-0.3,-0.4,0.0,0.1,0.4

Records 13–23, reprinted for reference:
(13) CCn1c(SCC(=O)NC2CC2)nnc1-c1ccccc1
(14) Cc1ccc(-c2cc(C(=O)N3CCCc4ccccc43)no2)cc1
(15) CC(=O)N1N=C(c2ccc3ccccc3c2)OC12CCCC2
(16) O=C(Nc1ccccc1C(=O)O)c1cccc(NC(=O)c2ccc(Br)o2)c1
(17) C[C@@H]1NC(=O)/C(=C\c2ccccc2Br)NC1=O
(18) Nc1nn(-c2ccccc2)c(N)c1N=Nc1ccc2c(c1)OCO2
(19) O=S(=O)(CCNC1CC1)NC1CCCCC1
(20) CCCCNC(=O)Nc1c(C)cc(SC#N)cc1C
(21) Cc1cccc(Nc2ccc(S(=O)(=O)N3CCOCC3)cc2[N+](=O)[O-])c1
(22) Cc1ccccc1C(=O)NC1CCS(=O)(=O)C1 (stereo not drawn)
assay / compound,13,14,15,16,17,18,19,20,21,22
NR2E3 ag-1,-27,-78,3,1,-4,-177,-29,-13,-3,-16
TRPM1 prom inh,.,-95,-4,-9,6,-20,-8,-3,6,4
NR2E3 ag-2,.,-1,-3,0,-2,-2,.,-2,1,-3
iPSC survival up,-1.8,-1.5,2.3,4.1,-0.7,-2.8,-1.0,-3.4,0.0,-0.4
CF NFkB block,-44,-24,-11,4,0,9,7,-4,3,-7
KKLEB tox,9,-2,7,-1,8,-20,-7,-9,-24,4
Peg3 prom inh,-2,-230,5,4,22,-273,-9,22,33,-4
HIF-2a block,11,-252,8,2,12,-249,6,23,7,16
TWEAK Fn14 block,11,-21,-14,6,4,13,1,-14,-10,-3
Shn3 3UTR inh,4,-33,12,11,-4,-51,-10,-28,-49,3
aDG glyco up,-0.2,1.2,0.3,0.0,0.0,-0.4,0.0,-0.3,-0.4,0.0

(23) Oc1ccccc1C1N=C(c2ccccc2)NC(c2ccccc2)=N1
assay / compound,23
NR2E3 ag-1,-3
TRPM1 prom inh,6
NR2E3 ag-2,3
iPSC survival up,1.8
CF NFkB block,-4
KKLEB tox,3
Peg3 prom inh,2
HIF-2a block,10
TWEAK Fn14 block,17
Shn3 3UTR inh,0
aDG glyco up,0.1

Continued.
(25) CCCCN1C(=O)C(CC(=O)NC(c2ccccc2)c2ccccc2)CC(C(=O)N(C(C)C)C(C)C)=C1C (stereo not drawn)
(26) N#Cc1c(NC(=O)CSc2nc3ccccc3s2)sc2c1CCCC2
(27) Cc1cccc(N2CCN(C(=S)NCc3ccco3)CC2)c1C
(28) C/C(=N/NS(=O)(=O)c1cccc([N+](=O)[O-])c1)c1ccncc1
(29) COc1ccc(NC(=O)CSc2nc(C)c3c(c2C#N)CCCC3)cc1
(30) CCN(C(=O)C(C)OC(=O)c1nn(-c2ccccc2C(F)(F)F)cc1O)c1ccccc1 (stereo not drawn)
(31) CCCOc1ccc(-c2nn(-c3ccccc3)cc2/C=C2\SC(N)=NC2=O)cc1C
(32) COc1ccc(CCNC(=O)NC23CC4CC(CC(C4)C2)C3)cc1
assay / compound,25,26,27,28,29,30,31,32
NR2E3 ag-1,-9,11,-102,1,-18,-18,-21,-62
TRPM1 prom inh,.,-5,-16,-2,-4,3,-11,-30
NR2E3 ag-2,.,2,1,-2,-1,.,-1,1
iPSC survival up,6.2,0.9,-2.6,0.3,-1.4,1.5,-1.9,1.6
CF NFkB block,4,46,1,21,5,9,7,-12
KKLEB tox,-2,-42,10,20,8,-9,13,-4
Peg3 prom inh,2,3,-85,-4,-22,12,-7,-84
HIF-2a block,3,-27,-80,0,0,3,14,-138
TWEAK Fn14 block,14,0,-5,2,-22,7,4,-26
Shn3 3UTR inh,8,7,-10,-10,12,-2,2,14
aDG glyco up,0.3,0.4,0.0,0.0,0.3,0.0,2.1,0.4

(33) Cc1ccc(C(=O)N2CCCC(c3ccccc3)=N2)cc1
(34) O=C(O)CCC(=O)NCCc1cccc(Cl)c1
(35) CNC(=O)NC(=O)CSc1nnc(C(F)(F)F)n1C
(36) CC(=O)c1ccc(OCc2cc(C(=O)N(C)Cc3nc4c(C)cccc4[nH]3)no2)cc1
(37) CC(=O)N1CCc2cc(S(=O)(=O)CCC(=O)Nc3ccc(Cl)cc3F)ccc21
(38) COc1ccc2nc(NC(=O)CSc3nnc(-c4ccoc4C)n3C)sc2c1
(39) Cc1ccnc(NS(=O)(=O)c2ccc(NC(=O)c3snnc3C)cc2)n1
(40) O=C(Nc1ccc(NS(=O)(=O)c2ccccc2)c(Cl)c1)c1ccccc1
(41) C=CC(=O)NCCCc1cc(C(C)(C)C)c(O)c(C(C)(C)C)c1
(42) N#C/C(=C\c1cc2c(cc1Br)OCO2)C(=O)NCC1CCCO1 (stereo not drawn)
assay / compound,33,34,35,36,37,38,39,40,41,42
NR2E3 ag-1,15,-14,-21,-8,1,-67,-12,1,-30,2
TRPM1 prom inh,1,-5,-8,-1,-15,-44,-1,-9,14,-10
NR2E3 ag-2,1,1,2,3,-1,1,0,.,5,-4
iPSC survival up,-1.5,-1.3,0.7,0.8,2.5,-3.3,-0.3,5.7,1.2,0.0
CF NFkB block,-15,-13,0,15,-38,0,3,6,-7,-34
KKLEB tox,8,-16,-19,-27,27,-4,-2,-8,7,4
Peg3 prom inh,8,13,12,9,9,-216,20,-18,5,5
HIF-2a block,-7,11,14,23,6,-179,12,-29,14,20
TWEAK Fn14 block,-8,-1,-4,15,-3,11,-19,-17,6,-35
Shn3 3UTR inh,-8,7,-4,0,10,-8,-16,5,14,-11
aDG glyco up,-0.2,-0.3,0.1,1.0,0.1,0.3,0.0,-0.6,0.3,0.1

Screens from PubChem.
